High-throughput results from PubChem.
IL1B secr inh – blocks inflammasome-driven IL-1 beta release; THP-1 LPS/ATP IL-1B secretion, AlphaLISA, 16 h; active compounds read low; activity change, % at 57.5 µM; actives 4.7% (n = 360,000); in the data active = activity change below about -50%; inconclusive = mostly about -30% to -49%; note: % is set by controls: 0 for no effect and ±100 for the full control effect
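Secreted IL-1B measured by AlphaLISA bead assay after 16 h compound exposure of THP-1 cells; compounds (final up to 57.5 uM) added 1 h before LPS (250 ng/mL) and ATP (1.25 mM) stimulation; lower signal means less secretion.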
DRD3 agonist – D3 dopamine receptor (human) agonism; P35462; D3R DiscoveRx beta-arrestin cells, luminescence, 90 min; max activation, %; actives 0.58% (n = 410,000); AID 652048; in the data active = max activation above about 30%; note: 0% is about no effect; mostly tested at two doses, the higher about 12 µM
Target sequence (P35462 whole entry, looked up): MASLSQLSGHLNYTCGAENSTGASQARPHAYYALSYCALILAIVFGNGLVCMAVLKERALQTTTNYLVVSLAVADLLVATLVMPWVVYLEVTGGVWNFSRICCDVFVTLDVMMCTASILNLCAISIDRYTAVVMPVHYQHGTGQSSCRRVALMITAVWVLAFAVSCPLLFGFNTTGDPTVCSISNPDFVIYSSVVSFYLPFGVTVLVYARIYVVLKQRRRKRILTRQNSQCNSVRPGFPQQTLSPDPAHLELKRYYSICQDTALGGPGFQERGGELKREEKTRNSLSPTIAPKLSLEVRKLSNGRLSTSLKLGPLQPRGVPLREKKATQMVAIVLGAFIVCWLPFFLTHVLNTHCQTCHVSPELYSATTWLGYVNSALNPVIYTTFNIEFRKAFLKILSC
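Cells at 1500/well, incubated overnight, then treated with pinned compounds (dopamine as control) for 90 min at 37 degrees C. DiscoveRx reagent added for 30 - 60 minutes at room temperature; luminescence read.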
HT1080 IDH1KD tx – kills HT-1080 cells with IDH1 knockdown. HT-1080 IDH1 knockdown viability, ATP luminescence, 48 h. Potency, µM (doses to about 46.1 µM), inactives show at the highest dose activity, negative = toxicity, actives largely listed as cytotoxic. actives 2% (n = 360,000);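 note: potency is the fitted concentration of half-maximal effect; 0% = DMSO wells and -100% = cell-free medium wells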
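% activity derives from luminescence (CellTiter-Glo), normalised to DMSO and no-cell wells. HT-1080-IDH1KD cells, 750/well, had 48 h compound exposure at 37 °C.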
KB-3-1 cytotox – kills parental KB-3-1 adenocarcinoma cells. KB-3-1 viability, CellTiter-Glo ATP luminescence, 72 h. Potency, µM (highest dose often 46.1 µM), inactives show at the top dose activity change, negative = cytotoxic, hits mostly cytotoxic. actives 1.4% (n = 400,000); note: potency is the fitted concentration of half-maximal effect; % is set by controls: 0 for no effect and ±100 for the full control effect; nearly all actives have a fitted effect of over 60% in size
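Cytotoxicity in the drug-sensitive parental line KB-3-1 was scored as loss of CellTiter-Glo luminescence following 72 h incubation with compound. Values come from curve fitting of normalized concentration-response data.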
GLP1R cytotox – cytotoxicity in counter-screen for GLP-1R inverse agonists; HEK293 cAMP-luciferase reporter cells, luminescence, 24 h; Potency, µM (highest dose often 38.3 µM), inactives show at the top dose activity change, negative = inhibition, hits mostly inhibitors; actives 0.13% (n = 410,000); AID 624418;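 note: loss of luciferase light is scored as toxicity; potency is the fitted concentration of half-maximal effect; % is set by controls: 0 for no effect and ±100 for the full control effect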
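Luminescence readout: signal drop marks cytotoxicity. Plated cells grew 12 h at 37 °C, 5% CO2, received 23 nL compound for 24 h, then got luciferase reagent, read after 12 min at RT.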
MCF10A rerep – DNA re-replication induction in MCF 10a cells | MCF 10A DNA re-replication, Hoechst nuclear intensity, 48 h | Potency, µM (doses to about 46.1 µM), for inactives: at the top dose activity, positive = re-replication, usual class: activators | actives 2.9% (n = 350,000); note: potency is the fitted concentration of half-maximal effect; % of control where 0% means no effect; nearly all actives have a fitted effect of over 50% in size
KB-V1 MDR tox – KB-V1 MDR subline cytotoxicity; KB-V1 MDR cells viability, CellTiter-Glo, 72 h; actives 3.4% (n = 400,000); Potency, µM (top dose mostly 46.1 µM), for the others: at the highest dose activity change, negative = cytotoxicity, usual class: cytotoxic; note: potency is the fitted concentration of half-maximal effect; % is set by controls: 0 for no effect and ±100 for the full control effect; nearly all actives have a fitted effect of over 60% in size
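Cytotoxicity via CellTiter-Glo luminescence after 72 h compound exposure at 37 degrees C. Cells: drug-selected KB-V1 line, DMEM phenol-red free plus 10% FBS. Compounds tested at multiple concentrations; normalized data fitted to concentration-effect curves.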
SW480 rereplic – DNA re-replication induction in SW480 cells | SW480 DNA re-replication, Hoechst DNA content imaging, 48 h | Potency, µM (top dose mostly 46.1 µM), for the others: at the highest dose re-replication activation, hits mostly activators | actives 1.8% (n = 340,000); note: potency is the fitted concentration of half-maximal effect; % of control where 0% means no effect; nearly all actives have a fitted effect of over 55% in size
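Cells (250 per well) received 23 nL compound or DMSO by pin tool and were kept 48 hr at 37 C, 5% CO2. Nuclei were then stained with Hoechst for 40 min and scanned for DNA content.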
HT1080NT lethal – kills 2HG-producing HT-1080-NT fibrosarcoma cells; HT-1080-NT fibrosarcoma viability, CellTiter-Glo ATP luminescence, 48 h; Potency, µM (titrated, usually from 46.1 µM), for the others: top-dose activity, negative = less viability, hits mostly cytotoxic; actives 1.6% (n = 360,000);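 note: NT is the 2HG producing partner of a matched IDH1 knockdown line; potency is the fitted concentration of half-maximal effect; 0% = DMSO-treated cells and -100% = media-only wells without cells; nearly all actives have a fitted effect of over 55% in size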
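Viability by CellTiter-Glo luminescence after 48 h compound exposure at 37C of HT-1080-NT cells (750/well, RPMI, 5% FBS). % activity scaled between DMSO wells and medium-only wells, then curve-fitted and categorized by curve class.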
* marks the source's active call; other numbers are inactive results; ? = inconclusive; . = not tested or not shown; & = joins results of further samples; [ ] = remark or other dose. Unless noted, calls come from the whole dose curve; as a rule, active = well fitted curve in the direction sought with a large enough effect; inconclusive = small, poorly fitted or top-dose-only effect, or another doubt; inactive = no such curve, though single readings can be large; an effect the other way counts as inactive or inconclusive. Some of the compounds tested; the hit share may differ from the screen's.

SMILES | IL1B secr inh | DRD3 agonist | HT1080 IDH1KD tx | KB-3-1 cytotox | GLP1R cytotox | MCF10A rerep | KB-V1 MDR tox | SW480 rereplic | HT1080NT lethal
O=c1[nH]c(O)c(N=Nc2ccc(S(=O)(=O)N3CCOCC3)cc2)c(=O)[nH]1 | -12 | 5 | 24% | 0% | -14% | 2% | ? | 2% | 9%
COc1ccc(S(=O)(=O)Cc2ccc(C(=O)N3CCC4(CC3)OCCO4)o2)cc1 | 0 | -4 | -9% | -4% | 1% | -1% | -5% | -2% | 1%
Fc1ccc(CCNCc2ccc(Cl)c(Cl)c2)cc1 | -53* | -32 | ? | 2% | -1% | 11% | -27% | ? | ?
O=C(CN1CC(c2ccccc2)CC1=O)Nc1cccc(F)c1 (centres undefined) | ? | 0 | -2% | -9% | 4% | 0% | -21% | -16% | 14%
O=C1C=C(N2CCOCC2)c2ccccc2C1=O | -103* | -21 | 4.6µM* | ? | 11µM* | ? | ? | 2.9µM* | 6.5µM*
CC1CCCC(NC(=O)COC(=O)Cc2ccccc2)C1C (centres undefined) | -8 | -5 | 1% | 1% | -1% | 323%[0.0737 µM] | 11% | 0% | 1%
CCC(C#N)(CC)P(=S)(c1ccccc1)c1ccccc1 | 9 | -3 | -9% | -10% | 22% | 3% | -29% | 17% | -20%
CCCCCn1c(=O)c(C(=O)Nc2cccc(C)c2)c(O)c2ccccc21 | 0 | -4 | 0% | ? | -4% | 3% | -5% | -4% | 10%
Cn1cc(C(=O)OCC(=O)N2CCCCC2)c2ccccc21 | 0 | 13 | 11% | 26% | 2% | 0% | -5% | ? | 8%[9.24 µM]
ClC(Cl)(Cl)c1nc2ccccc2n2nncc12 | -105* | 7 | 7.3µM* | ? | ? | ? | 2% | 13µM* | 6.5µM*
Cc1ccc(S(=O)(=O)Oc2ccccc2C=C2C(=O)NC(=O)NC2=O)cc1 | -55* | -5 | -28% | 2% | -5% | . | 0% | . | -9%
O=c1[nH]c(=O)n(Cc2ccccc2)c(O)c1C=Nc1ccc(CN2CCOCC2)cc1 | 4 | -11 | 10% | 7% | 4% | -1% | 12% | -4% | 5%
COc1ccc(C(CC(=O)c2ccc3c(c2)OCO3)c2c(O)c3ccccc3oc2=O)cc1OC (centres undefined) | 0 | -12 | 2% | 14% | -7% | . | -8% | . | -5%
C[C@]12CC[C@@H]3c4ccc(O)cc4C(=O)C[C@H]3[C@@H]1CC[C@@H]2O | -24 | 5 | 2% | 0% | -1% | -6% | ? | -38%[inhibitor] | 9%
Cc1cc(N2C(=O)C3CCCN3C2c2sccc2C)no1 (centres undefined) | -3 | 3 | 5% | 1% | -5% | -2% | 1% | 0% | 3%
CC(C)[N+](C)(CCC(C(N)=O)(c1ccccc1)c1ccccc1)C(C)C | 8 | 2&4 | 3% | 0% | 3% | 0% | 0% | -17% | 18%
CNC(=O)Oc1ccccc1C1CCCCC1 | -1 | -16 | 13% | -1% | 2% | 11% | 8% | -1% | -7%
COc1cccc(NC(=O)c2cc(Cl)nnc2Cl)c1 | -92* | 1 | ? | ? | ? | ? | -8% | ? | 12µM*
O=C1NC(=O)C(Cc2ccccc2)(Cc2ccccc2)C(=O)N1 | 3 | -16 | -5% | -13% | -4% | -7% | -15% | -4% | -2%
O=C(O)c1cccc2c1C(=O)c1ccc(N3CCCC3)cc1S2(=O)=O | 19 | -6 | 2% | 6% | 38%[activator] | 10% | 13% | -12% | -13%
Cc1cccc(CN2CCCC(C(=O)c3cccc(OC(C)C)c3)C2)n1 (centres undefined) | 34 | 1 | -3% | 1% | ? | 20% | -7% | ? | 3%
Cn1cc(/C=C(\C(=O)O)C(C(=O)O)=C2CCCCC2)c2ccccc21 | 40 | 4 | 5% | 16% | 10% | 4% | 9% | -25% | -1%
CC(=NCC1CCCO1)c1c(O)n(Cc2ccccc2)c(=O)[nH]c1=O (centres undefined) | -5 | 1 | 3% | 4% | -8% | -2% | 0% | 3% | 4%
CCC(=O)c1cn(Cc2ccccc2)c2ccccc12 | -5 | 1 | -12% | -12% | 8% | ? | ? | 7% | 0%
Cc1ccc2nc(-c3ccccc3)cc(C(=O)N3CCN(c4ccccc4O)CC3)c2c1 | -23 | 31* | ? | -11% | ? | 25% | ? | -3% | 0%
O=C(CCCc1ccccc1)NCCc1cnc[nH]1 | 21 | 1 | 2% | 20% | -2% | 7% | 26% | -3% | -1%
Cc1ccc(C2N3CCCN23)cc1 (centres undefined) | 9 | 5 | 12% | 16% | -5% | 0% | 19% | -9% | 12%
CCn1nc(/C=C/c2ccccc2)nc2c(=O)n(C)c(=O)nc1-2 | -110* | -10 | 1.8µM* | 4.1µM* | ? | 11µM* | ? | ? | 4.1µM*
CCCCCCCCn1sccc1=O | -107* | -75 | 8.2µM* | ? | -13% | 21µM* | 0% | 10µM* | 6.5µM*
COc1ccc(CN2CCCC(C(=O)c3ccc(Cl)cc3)C2)c(OC)c1 (centres undefined) | -68* | -11 | 9.2µM* | ? | ? | 5% | ? | 1% | ?
CC1(C)N=C(c2ccccc2)[C@@H]2C(c3ccc([N+](=O)[O-])cc3)N21 (some centres undefined) | -3 | -8 | 6% | -3% | -14% | 19% | ? | ? | -5%
COc1ccc(/C=C2\C(=N\O)C3CCN2CC3)cc1 | 0 | 2 | 14% | 2% | 8% | 21% | -22% | -9% | 11%
COC1CC2C=C(C)C=CC=CC(=O)NC(c3ccccc3)CC=CCCC(O)CC(=O)C2=C1O (centres undefined) | -113* | 11 | 1.6µM* | 5.8µM* | ? | . | 5.8µM* | . | 1.8µM*
Cc1ccsc1C(=O)C1CCCN(Cc2cnc(N3CCOCC3)s2)C1 (centres undefined) | 15 | -10 | 0% | ? | 12% | -2% | -9% | 0% | -16%
COc1cc(/C=N/NC(=O)CN2CCCCC2)ccc1OCc1ccccc1 | 3 | -3 | -10% | -10% | -3% | 8% | -24% | ? | -5%
CCCNS(=O)(=O)c1ccc(OCC(=O)N2CCN(Cc3ccc4c(c3)OCO4)CC2)cc1 | -20 | 0 | -2% | -27% | 0% | ? | ? | -2% | -11%
O=C(c1cc2ccccc2oc1=O)N1CCC2(CC1)OCCO2 | 61 | -3 | 0% | 0% | 55%[activator] | 11% | -16% | -8% | -1%
Cc1ccc(C2NC(=O)NC3=C2CCc2ccccc23)cc1 (centres undefined) | 12 | 1 | ? | -5% | 9% | -3% | ? | -5% | -13%
Cc1ccccc1NC(=O)CCl | -86* | -10 | -1% | 21µM* | -11% | 2% | -17% | 14% | -11%
O=c1[nH]c(=O)n(Cc2ccco2)c(O)c1C=NCCCn1ccnc1 | 0 | 4 | 6% | 3% | -3% | -3% | 16% | -6% | 6%
COc1cccc(N2C(=O)NC(=O)/C(=C/c3ccc([N+](=O)[O-])s3)C2=O)c1 | . | 12 | ? | 0% | -9% | 15% | -12% | ? | -11%
COc1ccc(N2C(=O)NC(=O)/C(=C\c3cn(C)c4ccccc34)C2=O)cc1 | 25 | 1 | -6% | -15% | 0% | 13% | -3% | ? | -8%
COC(=O)c1c(C)[nH]c(C(=O)C(C)[N+]23CCN(CC2)CC3)c1C (centres undefined) | 15 | -10 | 6% | -2% | 10% | 0% | -1% | -1% | 3%
Cc1ccc(Cn2cc(C=O)c3ccccc32)cc1 | -9 | 7 | -20% | ? | -14% | ? | ? | ? | -24%
c1ccc2[nH]c(CCNC3CCCCC3)nc2c1 | -17 | -4 | -13% | -2% | 4% | -2% | 6% | -4% | -8%
CC(C)CCNC(=O)CN1C(=O)CN=C(c2ccccc2)c2ccccc21 | -6 | 0 | 1% | 10% | -1% | -2% | -5% | 0% | 21%
Cc1cc(NC(=O)CSc2nc3c(c(=O)n2-c2ccc(Cl)cc2)SCC3)no1 | -8 | 1 | -30% | -1% | -8% | -3% | -29% | -8% | ?
CCOC(=O)c1c(C=O)c2ccccc2n1Cc1ccccc1F | 8 | -7 | ? | ? | 10% | ? | -23% | -7% | -24%
O=C1NC(=O)N(Cc2ccccc2)C(=O)/C1=C\c1ccco1 | -6 | 5 | -14% | -15% | -3% | 16% | -2% | 12% | -25%
CCc1ccc2c(c1)C1(NN=C(c3ccc(C)cc3)S1)C(=O)N2 (centres undefined) | -100* | -2 | 21µM* | ? | ? | 6.5µM* | ? | ? | ?
O=c1[nH]c(=O)n(Cc2ccccc2)c(O)c1/C=N/Nc1c(F)c(F)c(F)c(F)c1F | 18 | 4 | 0% | -2% | 0% | -1% | ? | -23% | 1%
Cc1cccc(C)c1-n1nnnc1C(c1cccc2ccccc12)N1CCC(n2c(=O)[nH]c3ccccc32)CC1 (centres undefined) | -18 | -4 | 10% | ? | 4% | . | ? | . | 16%
N=C(N)c1c(O)n(C2CCCCC2)c(=O)n(C2CCCCC2)c1=O | ? | 17 | 21µM* | 21µM* | 11µM* | ? | -4% | ? | 16µM*
CS(=O)(=O)c1ccc(C2=C(CNC(=O)c3cccnc3)[C@H]3CC[C@@H](C2)N3Cc2ccco2)cc1 | 15 | 4 | 11% | 13% | 2% | . | -13% | . | 13%

Compounds listed so far that have fluorine, in the order listed:
SMILES | IL1B secr inh | DRD3 agonist | HT1080 IDH1KD tx | KB-3-1 cytotox | GLP1R cytotox | MCF10A rerep | KB-V1 MDR tox | SW480 rereplic | HT1080NT lethal
Fc1ccc(CCNCc2ccc(Cl)c(Cl)c2)cc1 | -53* | -32 | ? | 2% | -1% | 11% | -27% | ? | ?
O=C(CN1CC(c2ccccc2)CC1=O)Nc1cccc(F)c1 (centres undefined) | ? | 0 | -2% | -9% | 4% | 0% | -21% | -16% | 14%
CCOC(=O)c1c(C=O)c2ccccc2n1Cc1ccccc1F | 8 | -7 | ? | ? | 10% | ? | -23% | -7% | -24%
O=c1[nH]c(=O)n(Cc2ccccc2)c(O)c1/C=N/Nc1c(F)c(F)c(F)c(F)c1F | 18 | 4 | 0% | -2% | 0% | -1% | ? | -23% | 1%
